# UHRF1 binding: UHRF1 methylated DNA binding inhibitors, primary screen, counter-screen for MBD2 inhibitor project, biochemical, TR-FRET, human UHRF1, single concentration; UHRF1 binding to methylated oligo; inhibition, % at 4.4 µM; 0.75% of 370,000 active; AID 687016, 2013; in the data active means inhibition above about 21%;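 further: UHRF1 SRA domain binding a hemimethylated CpG hairpin DNA probe; 0% = median of test compound wells and 100% = reference inhibitor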
# NPR2 activator: human GC-B receptor activators, primary screen, HEK293 GC-B cells, cGMP TR-FRET, EC30 CNP; 0.11% of 370,000 active; 0% at EC30 CNP, 100% saturating CNP; Atrial natriuretic peptide receptor 2 (Homo sapiens), P20594; activation, % at 10 µM;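 active means activation at 10 µM reaching about 35% in either raw or pattern-adjusted values, limit read from the data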
# TCR CD3 inh: inhibitors of human TCR-CD3 interaction, primary screen, biochemical, fluorescence, TAMRA-labeled TCR probe; T-cell receptor (TCR); inhibition, % at 9.4 µM; 0.37% of 360,000 active; AID 651800, 2012; in the data active means inhibition above about 19%;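 further: recombinant mutant TCR 2C K166C tagged with TAMRA read by polarization; 0% = receptor in buffer alone and 100% = receptor with positive control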
# HTRA1 inh: HTRA1 serine protease inhibitors, primary screen, biochemical, fluorescence polarization, HTS; 0.5% of 340,000 active; recombinant HTRA1, FP-rhodamine activity-based probe; inhibition, % at 5.96 µM; in the data active means inhibition above about 36%;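 further: 0% = enzyme with DMSO and 100% = wells lacking enzyme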
# Target sequence (Q92743 whole entry, looked up): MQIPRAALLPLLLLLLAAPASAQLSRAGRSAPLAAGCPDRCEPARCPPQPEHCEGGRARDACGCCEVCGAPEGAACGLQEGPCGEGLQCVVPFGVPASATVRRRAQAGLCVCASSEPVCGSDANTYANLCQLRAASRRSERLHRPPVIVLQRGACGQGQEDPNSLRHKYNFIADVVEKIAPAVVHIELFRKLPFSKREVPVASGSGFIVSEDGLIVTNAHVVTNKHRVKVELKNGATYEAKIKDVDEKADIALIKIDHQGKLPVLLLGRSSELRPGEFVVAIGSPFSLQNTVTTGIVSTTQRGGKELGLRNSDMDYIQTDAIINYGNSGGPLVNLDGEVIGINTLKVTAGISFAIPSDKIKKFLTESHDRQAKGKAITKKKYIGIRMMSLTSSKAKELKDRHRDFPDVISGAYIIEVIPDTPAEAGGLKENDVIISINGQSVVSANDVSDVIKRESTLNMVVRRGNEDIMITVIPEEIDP
# PRMT1 FP inh: PRMT1 methyltransferase inhibitors, primary screen, biochemical, fluorescence polarization | recombinant PRMT1, activity-based probe fluorescence polarization | inhibition, % at 2.79 µM | 1.3% of 370,000 active | AID 652257, 2013;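 active means inhibition above about 21% made by adding two undisclosed values, limit read from the data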
# ABHD4 inh: ABHD4 inhibitors, primary screen, biochemical, fluorescence polarization, mouse; AID 720543, 2013; 0.54% of 370,000 active; (Lyso)-N-acylphosphatidylethanolamine lipase (Mus musculus), Q8VD66; purified mABHD4, FP-Rh probe fluorescence polarization; inhibition, % at 8.92 µM;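 active means inhibition exceeding the mean over every tested compound plus 3 SD, cut at about 30% in these data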;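 further: 0% = plate median of compound wells and 100% = S159A mutant with DMSO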
# Target sequence (Q8VD66 whole entry, looked up): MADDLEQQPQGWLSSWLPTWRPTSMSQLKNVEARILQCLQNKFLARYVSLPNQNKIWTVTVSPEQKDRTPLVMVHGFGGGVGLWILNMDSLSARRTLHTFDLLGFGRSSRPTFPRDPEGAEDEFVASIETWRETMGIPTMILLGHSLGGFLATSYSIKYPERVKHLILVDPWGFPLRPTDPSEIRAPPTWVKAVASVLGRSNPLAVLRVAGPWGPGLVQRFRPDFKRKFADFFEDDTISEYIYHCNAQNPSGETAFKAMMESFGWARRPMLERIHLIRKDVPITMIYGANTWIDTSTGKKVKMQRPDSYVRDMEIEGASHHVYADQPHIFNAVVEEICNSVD
#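 System: mouse ABHD4 enzyme, wild type / Medium: HEPES pH 7.0, NaCl, Pluronic buffer / Reagent: FP-Rh activity-based fluorescent probe / Control set: S159A mutant high control, sample median low control / Detection: fluorescence polarization with parallel and perpendicular emission, 525/598 nm / Schedule: 45 min + 60 min at 25 °C / Compound dosing: 8.92 µM, single dose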
# MBD2 DNA inh: inhibitors of MBD2 binding to methylated DNA, primary screen, biochemical, TR-FRET, DNA-binding domain, human; MBD2 binding to methylated oligonucleotide; 0.31% of 370,000 active; inhibition, % at 4.4 µM; Methyl-CpG-binding domain protein 2 (Homo sapiens), Q9UBB5; in the data active means inhibition above about 13%
# rCAG RNA binder: binders of r(CAG) RNA repeats, primary screen, biochemical, fluorescence; AID 651821, 2012; 1.3% of 370,000 active; r(CAG) RNA repeat, TO-PRO-1 dye displacement fluorescence; inhibition, % at 3 µM;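 active means inhibition above the plate cutoff, the mean of all test compounds on that plate plus 3 SD, cut at about 35% in these data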;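 further: 0% = DMSO alone and 100% = 100 µM mitoxantrone as full dye displacement; higher means more dye released from RNA so lower well fluorescence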
# SIAE primary: human SIAE inhibitors, primary screen, biochemical, fluorescence polarization, FP-Rh probe, 1536-well HTS | Sialate O-acetylesterase (Homo sapiens), Q9HAT2 | SIAE FP-Rh probe binding | inhibition, % at 9.66 µM | 0.69% of 370,000 active | AID 1053197, 2014;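 active means inhibition above a cutoff: mean of compounds within the control limits plus 3 SD of those, cut at about 17% in these data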;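 further: 0% = plate median of compound wells and 100% = probe without SIAE protein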
# NPR1 activator: GC-A stimulated cGMP production enhancers – HEK293 GC-A cells, cGMP TR-FRET, EC30 ANP, primary screen | Atrial natriuretic peptide receptor 1 (Homo sapiens), P16066 | 0% at EC30 ANP, 100% saturating ANP | activation, % at 10 µM | 0.14% of 370,000 active | AID 1671463, 2021; in the data active means activation above about 40%
# An asterisk follows results filed as active; . = no result given; & = joins results of further samples; ! = not confirmed by another sample. This is a subset (hit frequency here may not be typical).
no.	mol	UHRF1 binding	NPR2 activator	TCR CD3 inh	HTRA1 inh	PRMT1 FP inh	ABHD4 inh	MBD2 DNA inh	rCAG RNA binder	SIAE primary	NPR1 activator
1	COc1cccc(CNC(=O)CN(c2ccc(C(C)C)cc2)S(=O)(=O)c2c(C)noc2C)c1	-1	-1	4	-2	2	0	0	0	1	-5
2	Cc1ccnc(NS(=O)(=O)c2ccc(NC(=O)c3snnc3C)cc2)n1	-2	5	8	-1	-1	1	2	6	1	0
3	CN(c1ccc(OCC(=O)Nc2cc(Cl)ccc2C(=O)O)cc1)S(=O)(=O)c1ccc(F)cc1	5	0	-6	-70	-2	-31	1	77*	-11	-3
4	CC(CC(=O)Nc1cccc(Cl)c1)c1ccccc1 (centres undefined)	2	3	-5	-5	2	-1	3	-3	1	-16
5	CCOC(=O)N1CCC(Nc2c(NCCCOC)c(=O)c2=O)CC1	0	2	4	5	-3	3	-7	0	1	3
6	O=C(Nc1ccc(F)cc1)C1CCN(S(=O)(=O)c2cccc3nonc23)CC1	-1	-1	0	7	-3	7	-2	7	-4	0
7	O=C(NCc1ccccc1F)c1ccc2ccccc2n1	-4	5	11	-8	-4	-5	-1	-1	0	4
8	Cc1ccc(-c2nc3ccccc3[nH]2)cc1NC(=O)c1sc2cc(Cl)ccc2c1Cl	1	7	9	-22	0	-5	3	8	-69	4
9	CCc1ccc(OCc2nnc(SCC(=O)NCC3CCCO3)n2C)cc1 (centres undefined)	1	-4	2	-2	0	4	-6	-2	11	5
10	CCCCCCCCCNC(=O)[C@H](NC(=O)COc1ccccc1)[C@@H]1NC(C(=O)OC)C(C)(C)S1 (some centres undefined)	-1	3	-4	-20	-4	-8	-4	3	0	2
11	CCN(CC)C(=O)C1=C(C)N(Cc2ccccc2)C(=O)C(CC(=O)NCc2cccs2)C1 (centres undefined)	-1	-3	2	-2	1	8	0	-1	0	0
12	CC(C)N(C(=O)c1sc2cc([N+](=O)[O-])ccc2c1Cl)C(C)C	-4	5	-1	5	-1	3	0	14	0	1
13	C#CCOCCOCCOCCNc1nc(N2CCOCC2)nc(N2CCN(C(=O)Cn3cc(CCCCN)nn3)CC2)n1	5	9	-6	0	5	-4	4	-1	-1	2
14	COc1ccc(S(=O)(=O)N2CCOCC2)cc1C(=O)NCC(c1ccco1)N1CCCC1 (centres undefined)	-2	4	-9	4	0	-6	1	0	-5	0
15	OC(c1ccccc1)c1nc2ccccc2s1 (centres undefined)	-1	-1	5	-4	-1	2	-4	0	4	3
16	Cc1noc(C)c1C(=O)N1CCN(c2cccc(Cl)c2)CC1	2	6	3	6	-1	3	2	-8	-2	1
17	Cc1cccc(NC(=O)C(CCC(N)=O)NC(=O)OCc2ccccc2)c1 (centres undefined)	2	-2	4	-7	-8	-2	-4	0	-3	-1
18	Cc1ccccc1S(=O)(=O)N1C[C@H]2CON(C)[C@H]2C[C@H]1c1cccc(N2CCOCC2)c1	-2	-1	9	2	-4	0	-4	1	-3	2
19	Oc1c(C=C2N=c3ccccc3=N2)sc(=S)n1-c1ccc(F)cc1	-4&-12	4&-3	2&1	0&1	41*!	-4&4	1&0	4&7	18*!	4&4
20	O=C(CCc1nc(-c2ccccc2)no1)NC1CCCCCC1	2	-1	-6	-2	1	0	1	0	1	1
21	COc1cc(C(=O)Nc2ccc(S(=O)(=O)Nc3nccc(C)n3)cc2)cc(OC)c1OC	3	3	-2	-2	2	-5	6	12	-2	-5
22	COC(=O)N1C(=O)[C@](c2ccc(Cl)cc2)(C(C)C)N1C(=O)OC	-3	-19	6	5	0	10	-3	-4	-2	-17
23	COc1ccc(CCN=CC2=C(O)CC(C)(C)CC2=O)cc1	-1	2	6	-3	-4	-4	-1	-4	5	-1
24	Cc1cc(-c2n[nH]c(=S)n2/N=C/C=C/c2ccco2)n[nH]1	4	4	4	12	10	7	6	8	8	1
25	Cc1ccc(CN(C(=O)COc2ccc(C)c(C)c2)C2CCS(=O)(=O)C2)o1 (centres undefined)	2	-1	-3	-3	4	4	1	-10	-3	-5
26	CCOC(=O)c1ccc(NC(=O)CSc2nnc(C3CCCCC3)n2C)cc1	1	-2	0	-2	1	4	2	-2	5	0
27	CCCCC(=O)N1CCC(NS(=O)(=O)c2ccc3c(c2)CCN3C(C)=O)CC1	3	11	.	.	11	-5	6	2	-3	-1
28	COc1c2occc2c(OC)c2c(=O)cc(C(F)(F)F)oc12	1	0	-1	3	-1	3	1	-4	8	0
29	COc1ccc(Cc2c(-c3ccc(F)cc3)nc3ccc(C)cn23)c(C)c1	21*	3	-5	.	4	3	4	9	4	4
30	CCCCCOc1ccc(/C=c2\sc3nc(=O)c(-c4ccccc4)nn3c2=O)cc1OC	-1	0	1	-11	3	-2	3	20	1	-2
31	Cc1ccc(OCCCn2c(=O)oc3ccccc32)cc1	14	2	-4	-8	3	5	5	-6	1	1
32	COCCNC(=O)C1CCCN(C(=O)Cc2ccc(F)cc2)CC1 (centres undefined)	-2	2	11	.	0	9	2	0	-1	0
33	COc1cc(/C=C/C(=O)OCC(=O)Nc2c(C)n(C)n(-c3ccccc3)c2=O)ccc1O	-2	2	-8	3	-1	1	0	-4	4	-4
34	CC(C)NC(=S)N1CCN(c2ncccn2)CC1	1	1	6	2	-1	-3	-1	-5	3	-4
35	O=C1OC(c2ccc(F)cc2)=C/C1=C\c1ccc(O)cc1	3	-8	-3	-2	2	6	-2	14	15	-11
36	Cc1occc1C(=O)NNC(=O)c1ccccc1[N+](=O)[O-]	-2	0	8	2	-1	1	3	0	-6	6
37	O=C(NCc1ccccc1)C1Nc2ccc(OC(F)(F)F)cc2C2C=CCC12 (centres undefined)	-2	-7	-3	17	12	12	-3	34	10	2
38	CC(C)(C)OC(=O)N1CCCC1C(=O)O (centres undefined)	3	1	2	2	-3	-12	3	2	-9	0
39	CCOC(=O)C(C)c1nn(C)c(=O)c2ccccc12 (centres undefined)	-2	9	3	1	-2	-1	0	-3	-3	-4
40	CCc1ccc(N2CC(C(=O)Nc3nnc(CC)s3)CC2=O)cc1 (centres undefined)	-2	-11	-1	-4	-3	-1	6	-2	-2	-5
41	C[C@H](NC(=O)c1[nH]cnc1C(=O)Nc1ccccc1)c1ccccc1	-1	-2	-2	-47	-2	-37	-3	8	-18	-2
42	COCCCNC(=O)CN1C(=O)/C(=C/c2ccccc2C)Sc2ccccc21	-1	-3	-2	-2	-1	5	0	-3	4	1
43	O=C1C2CCCCN2C(=O)N1CCCN1CCN(c2cccc(C(F)(F)F)c2)CC1 (centres undefined)	-1	1	4	4	-9	-3	1	-9	4	2
44	Cc1ccccc1NC(=O)c1ccc([N+](=O)[O-])o1	2	-1	5	-2	-3	-2	2	-2	1	2
45	CCC(=O)Nc1cccc(NC(C)=O)c1	0	-5	7	.	-1	3	4	4	1	-3
46	Cc1csc2ncnc(NNC(=O)c3ccc(Cl)cc3)c12	-4	3	-10	4	-3	-1	-3	1	6	-4
47	O=C(Nc1ccc(Cl)cc1C(=O)N1CCCCC1)c1ccco1	1	4	-1	3	2	4	1	-2	-4	-1
48	S=C(NCc1cccs1)NCC1CCCO1 (centres undefined)	-1	7	3	-16	-3	6	4	-1	2	0
49	CCOC(=O)Cc1nnc2c(Nc3ccc(C)cc3)nc3nonc3n12	-1	-18	-6	-5	0	-4	-7	3	10	-20
50	NNC(=O)c1ccc(-c2cccc([N+](=O)[O-])c2)o1	-5	-2	3	-22	-1	4	-3	3	3	-2
51	CC1(C)Cc2c(cnn2-c2cccc(F)c2)C(NC(=O)c2cc[n+]([O-])cc2)C1 (centres undefined)	0	-1	-4	-3	3	3	1	-8	-2	-1
52	CCC/C=C/c1ccc(CN2C(CC(C)C)C(=O)N(Cc3cn(CC4CCCCC4)nn3)CCS2(=O)=O)cc1 (centres undefined)	0	-6	3	-44	3	0	-2	7	-3	2
53	Cc1ccc2oc(C(F)(F)C(F)F)cc(=O)c2c1	-1	-1	4	-1	-1	4	0	1	4	4
54	O=c1[nH]c(/C=C\c2ccc(O)c(Cl)c2)nc(O)c1[N+](=O)[O-]	1	-6	-7	8	1	-1	-12	-3	-3	-1
55	CCCCCOc1ccc(N2C(=O)C3C4C=CC(C3C2=O)N(C)C4=O)cc1 (centres undefined)	7	1	-8	-1	-1	-9	-3	-1	-4	-2
56	COc1cccc(/C=N/NC(=O)C(=O)N2CCCC2)c1OC	-2	2	4	-4	-1	2	-1	-1	1	-1
57	CCCOc1ccc(C2C(C(=O)c3ccc(C)o3)=C(O)C(=O)N2Cc2ccco2)cc1 (centres undefined)	-2	-7	2	14	-1	7	0	12	-2	-3
58	CCOC(=O)c1ccc(CC(=O)c2ccc(O)cc2O)o1	-3	3	-2	-4	7	0	-1	17	-3	1
59	COc1ccccc1NC(=O)COC(=O)c1ccccc1SCC(=O)N1CCCC1	1	4	-6	-5	2	3	0	1	3	3
60	C/C(=N\N=C(/N)SC1CC(=O)N(c2ccc(Br)cc2)C1=O)c1cccs1 (centres undefined)	0	.	3	-48	1	-49	1	47*	-29	.

# (continued)
no.	mol	UHRF1 binding	NPR2 activator	TCR CD3 inh	HTRA1 inh	PRMT1 FP inh	ABHD4 inh	MBD2 DNA inh	rCAG RNA binder	SIAE primary	NPR1 activator
61	CC(=O)NC12CC3CC(C1)CC(C(=O)N(C)CC(=O)Nc1ccccc1Cl)(C3)C2	-3	1	7	2	-2	3	-6	-4	4	1
62	COc1cc(NC(=S)NN2CCOCC2)cc(OC)c1	3	-1	-1	3	1	-4	2	1	3	1
63	Cc1cc(=O)[nH]c(SCC(=O)NC2CCCCC2)n1	-2	0	11	-2	0	-5	-4	1	-3	-4
64	O=Cc1ccc(/C=C2\c3ccccc3C(=O)N2c2ccccc2)o1	7	-6	-4	.	18	41*	-5	41*	10	-3
65	CCc1ccccc1NC(=O)CSC1=C(C#N)C(c2ccc(O)c(OC)c2)C2=C(CCCC2=O)N1 (centres undefined)	0	-15	-5	11	14	19	0	8	9	-16
66	COc1cccc(/C=N/n2c(SC)nnc2-c2ccccc2)c1OC	1	7	0	-4	2	2	3	-1	-3	11
67	COc1cc(C=NN2CCN(C(c3ccccc3)c3ccccc3)CC2)cc(OC)c1OC(C)=O	0	1	.	.	-1	2	2	6	7	0
68	CCN1CCN(c2ccc(S(=O)(=O)N3CCOCC3)cc2NC(=O)C2CCC(C(C)(C)C)CC2)CC1 (centres undefined)	-2	2	5	-2	0	-2	-4	4	-1	2
69	Cc1cccc(NC(=S)N2CCCC(c3nc4ccccc4[nH]3)C2)c1 (centres undefined)	-3	0	6	0	-2	-2	-1	0	8	0

# Assay outcomes deposited in PubChem BioAssay by several laboratories.
